Screening results: PubChem, several laboratories
CDK5 inh: blocks human CDK5/p35 kinase activity | Q00535+Q15078 | Recombinant CDK5/p35, ADP-Glo luminescence, 60 min | inhibition, % at 10 µM | 0.01% of 330,000 active | AID 488839;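 active = highest replicate inhibition of at least 50% and at least 75% of replicates reaching 50%; inconclusive = only one of the two criteria met; inactive = both criteria failed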;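 also: plate controls were DMSO neutral control for no effect and GW8510 at 10 µM for full effect; many of its hits are not listed in these tables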
Target sequence (Q00535 whole entry, looked up): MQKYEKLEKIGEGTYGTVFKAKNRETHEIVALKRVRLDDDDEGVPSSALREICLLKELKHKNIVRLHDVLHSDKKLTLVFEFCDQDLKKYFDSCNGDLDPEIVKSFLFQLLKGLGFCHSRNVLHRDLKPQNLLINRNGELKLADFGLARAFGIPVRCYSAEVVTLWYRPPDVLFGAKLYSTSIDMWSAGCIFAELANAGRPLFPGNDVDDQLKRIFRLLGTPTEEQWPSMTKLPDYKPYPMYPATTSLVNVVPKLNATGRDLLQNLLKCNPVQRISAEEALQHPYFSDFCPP
Target sequence (Q15078 whole entry, looked up): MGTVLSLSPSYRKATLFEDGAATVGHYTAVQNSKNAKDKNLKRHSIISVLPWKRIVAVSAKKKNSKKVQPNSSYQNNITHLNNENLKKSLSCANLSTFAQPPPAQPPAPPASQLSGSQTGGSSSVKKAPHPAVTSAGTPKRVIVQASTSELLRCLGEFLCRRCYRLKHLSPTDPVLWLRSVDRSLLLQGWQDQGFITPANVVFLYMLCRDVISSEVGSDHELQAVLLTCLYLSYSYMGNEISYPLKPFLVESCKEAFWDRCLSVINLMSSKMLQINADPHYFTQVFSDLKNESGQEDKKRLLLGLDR
dFosB act: mouse delta FosB homodimer activation | 0.99% of 340,000 active | AID 493131 | purified delta FosB, TAMRA-CDK5 oligo fluorescence polarization; percent of positive-control signal above neutral wells | activation, % at 25 µM;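 active = mean activation above about 17%, with every replicate also reaching it, limit read from the data, passing the limit was not always enough; inconclusive = only one of the two conditions met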;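 also: fluorescence polarization rise as delta FosB binds a TAMRA Cdk5 AP-1 oligo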
Target sequence (P13346 whole entry, looked up): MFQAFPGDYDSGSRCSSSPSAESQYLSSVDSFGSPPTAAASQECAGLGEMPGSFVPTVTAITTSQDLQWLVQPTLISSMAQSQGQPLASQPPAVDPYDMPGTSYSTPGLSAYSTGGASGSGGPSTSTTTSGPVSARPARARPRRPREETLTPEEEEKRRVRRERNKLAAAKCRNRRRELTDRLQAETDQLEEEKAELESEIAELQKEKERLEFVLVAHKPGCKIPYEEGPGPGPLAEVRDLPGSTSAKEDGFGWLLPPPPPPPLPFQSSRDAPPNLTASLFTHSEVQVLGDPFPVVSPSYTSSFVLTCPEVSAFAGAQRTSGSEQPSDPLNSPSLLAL
MITF TRPM1 HTS: increases MITF-driven TRPM1 promoter luciferase signal | SK-MEL-5 TRPM1-promoter luciferase, 24 h; % of positive control, neutral wells = 0 | activation, % at 12.5 µM | 0.75% of 300,000 active | AID 588334;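 active = mean activation of at least 80% with every replicate also reaching 80%; inconclusive = mean reaches 80% but some replicate falls short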;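 also: 0% = neutral control wells and 100% = parthenolide positive control wells; values of inactives mirror those of a sister screen read the other way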
Tat transport: blocks Tat-dependent protein export in E. coli; E. coli MC4100 TorA-mCherry Tat export, fluorescence; inhibition, % at 10 µM; 0.036% of 340,000 active; AID 488895;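 active = mean replicate inhibition at least 50% and at least half of replicates individually reaching 50%; inconclusive = only one of the two criteria met; inactive = neither criterion met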;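 also: exported cargo escapes ClpAP degradation while cytoplasmic cargo is degraded and loses fluorescence; 0% = median of neutral control wells and 100% = median of NaSCN control wells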
CAL PDZ FP-1: CAL PDZ (human) peptide binding inhibition | Q9HD26 | purified CAL PDZ, TMR-peptide fluorescence polarization, 1 h | inhibition, % at 24.9 µM | 0.92% of 300,000 active | AID 602252;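 active = mean inhibition of at least 30% with at least half of replicates also reaching 30%; inconclusive = no clear call, values can overlap the other calls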;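 also: 0% = DMSO neutral control and 100% = excess unlabeled competitor peptide PRC23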
V-ATPase pHluor: alters yeast V-ATPase proton transport; S. cerevisiae, pHLuorin cytosolic pH fluorescence; response, % at 10 µM; 0.37% of 350,000 active; in the data active = response mostly above about 7.3%, no sharp cut-off; inactive = mostly below about 5.4%; also: actives read high; inactives centre near 0; some compounds called inactive have numbers as strong as hits; reference of the scale not given here
Wnt act: activates Wnt/beta-catenin signaling in a reporter cell assay; AID 743398; activation, % at 9.35 µM; 1.2% of 300,000 active; activator, plate reader; in the data active = activation above about 30%, passing the limit was not always enough; inconclusive = no clear call, values can overlap the other calls;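 also: 0% = neutral control wells and 100% = positive control wells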
cardiac RTF act: cardiac RTF calcium sensitization; IANBD-labeled TnC RTF fluorescence at EC20 calcium; 0% EC20 calcium, 100% full calcium; activation, % at 7.2 µM; 0.24% of 340,000 active; P19429+P45379; AID 493008;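 active = activation above the mean over all tested compounds plus 3 SD, cut at about 30% in these data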;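 also: rise in fluorescence read as greater calcium sensitivity of cardiac thin filaments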
Rtt109 Vps75: blocks Candida albicans Rtt109/Vps75 acetyltransferase activity; purified Rtt109/Vps75, ThioGlo CoA-SH fluorescence, 4 h; Q5AAJ8; 0.16% of 330,000 active; inhibition, % at 34.9 µM;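 active = inhibition of at least 50% in every replicate; inconclusive = best replicate reaches 50% inhibition but some replicates fall short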
CAL PDZ FP-2: blocks peptide binding to human CAL PDZ domain. Q9HD26. purified CAL PDZ, TMR-peptide fluorescence polarization, 1 h. inhibition, % at 20 µM. 0.02% of 330,000 active. AID 504414;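 active = highest replicate inhibition of at least 40%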;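 also: plate controls were DMSO neutral control wells for no effect and unlabeled competitor peptide control wells for full effect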
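material = purified tagged CAL PDZ domain construct (CerCALP) | compound dosing = 20 µM, one dose | times = 1 h at RT | measured by = fluorescence polarization from S- and P-plane intensities, G-factor corrected | read-out = inhibition from polarization loss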
* hit, by the source's call; u = inconclusive; x = no result given.

SMILES | CDK5 inh | dFosB act | MITF TRPM1 HTS | Tat transport | CAL PDZ FP-1 | V-ATPase pHluor | Wnt act | cardiac RTF act | Rtt109 Vps75 | CAL PDZ FP-2
CCN(CC(=O)NCc1cccs1)C(=O)c1ccc(S(=O)(=O)N(C)c2ccccc2)cc1 | 0.5 | -4 | 8 | -4 | -3 | 1 | 1 | -4 | 2 | -0.8
CCOC(=O)c1cc2c(nc1NC(=S)NCc1ccccc1)CCCC2 | 2.2 | -2 | 57 | -2 | -3 | 3 | -2 | 2 | 0 | -0.4
COC(=O)CC1SC(=O)NC1=Nc1ccc(C)cc1 (stereo unspecified) | -0.5 | 2 | 1 | -8 | -3 | 2 | -4 | -2 | -4 | -1.7
CC(=O)c1sc(C(C)(C)C)cc1NC(=O)c1ccccc1C(=O)O | 0.8 | -6 | x | -6 | x | 5 | 0 | x | -4 | 1.0
Cc1[nH]c(=O)[nH]c1C(=O)CCCCC(=O)OCC(=O)Nc1ccccn1 | -0.1 | -2 | 20 | -3 | -4 | 3 | x | -4 | -4 | -2.8
c1ccc(Oc2ncnc3sccc23)cc1 | 0.7 | -6 | 6 | -8 | 64* | -3 | 0 | -5 | -5 | -0.3
Cc1cc(-c2ccc(C)c(S(=O)(=O)Nc3cccc(CN4CCCC4)c3)c2)on1 | -0.3 | -7 | 6 | -1 | -3 | 0 | 0 | -2 | -10 | -1.7
COc1cccc(NC=C2C(=O)OC(C)(C)OC2=O)c1 | -2.0 | -10 | x | 1 | -3 | 0 | 3 | -2 | 4 | -1.4
O=S(=O)(O)c1ccc(SCc2ccccc2)nc1 | -0.2 | -4 | -10 | 0 | -1 | -2 | 1 | 6 | -3 | -0.8
COc1ccnc(N=CNOCc2cccc(Cl)c2Cl)c1C#N | -0.7 | 2 | 32 | -13 | -2 | -4 | -5 | 4 | -3 | -0.5
CN(C)S(=O)(=O)c1cccc(COc2cccnc2[N+](=O)[O-])c1 | 0.8 | 6 | 3 | -4 | 1 | 7 | -2 | -1 | -2 | -1.7
CCCc1cc(C(=O)OC)c(NC(=O)OCC)s1 | 0.0 | 10 | -4 | -1 | -6 | 0 | 1 | -1 | -6 | -1.3
COC(=O)CCC/C=C1/SCC(NC(=O)c2ccccc2)C1O (stereo unspecified) | 1.3 | -2 | -2 | 0 | x | 5 | 1 | -4 | 12 | -1.0
Cc1cc(OCC(=O)N2CCCC2)ccc1Cl | -1.0 | -2 | x | -1 | 3 | -2 | 15 | 1 | x | -2.0
COc1ccc(Cc2noc(CN(C)CCc3ccccc3)n2)cc1OC | -1.8 | 3 | -5 | -1 | -4 | -6 | 2 | 0 | -16 | -2.7
CCN(CC(=O)NCc1cccs1)C(=O)c1cc(S(=O)(=O)N2CCCCC2)ccc1Cl | -1.7 | -8 | -1 | -7 | -3 | -6 | 2 | -4 | 15 | -2.1
Nc1cccc([N+](=O)[O-])c1 | 2.8 | -1 | -3 | -9 | x | 1 | -2 | 9 | -1 | -1.4
CCCCn1c(O)c(N=Nc2ccccc2O)c2ccccc21 | -2.2 | -5 | -16 | -7 | 37* | 2 | 0 | 8 | -22 | -0.2
N#Cc1ccc(-c2ccc(F)cc2)nc1Sc1ccc(F)cc1 | -0.4 | -1 | x | -3 | -2 | 1 | -3 | 3 | 13 | 0.1
Cn1c(CNc2cccc(Cl)c2)nnc1SCC#N | 0.3 | -2 | -19 | -4 | -2 | 0 | -1 | -1 | 12 | -1.3
O=C(N/N=C/c1cc(Cl)cc(Cl)c1O)c1ccncc1 | 1.5 | -7 | -63 | 1 | 0 | 1 | -2 | 18 | -8 | -3.9
COc1ccc(C(=O)Nc2cc(Cl)ccc2OC(=O)c2ccc(OC)cc2)cc1 | 1.2 | 5 | 64 | -9 | 0 | x | x | 5 | -4 | 0.3
O=S(=O)(c1ccc(Br)s1)N1CCN(c2ccc(F)cc2)CC1 | 0.7 | -2 | 0 | -3 | -6 | 0 | -3 | -6 | -6 | -0.8
COC(=O)c1ccc(O)c(Sc2cc(C(=O)OC)ccc2O)c1 | 3.2 | -4 | 15 | -14 | 0 | 5 | -2 | 0 | -6 | -0.4
CCOC(=O)c1cccc(NC(=O)c2cccnc2)c1 | -2.6 | -3 | -3 | -8 | 4 | -5 | x | 5 | -4 | -0.3
Next structures follow.
SMILES | CDK5 inh | dFosB act | MITF TRPM1 HTS | Tat transport | CAL PDZ FP-1 | V-ATPase pHluor | Wnt act | cardiac RTF act | Rtt109 Vps75 | CAL PDZ FP-2
Cc1occc1C(=O)N(C)Cc1nc(-c2ccc(Cl)cc2)no1 | 0.9 | -6 | 18 | -8 | -2 | 6 | 0 | -5 | -4 | -1.0
CCCCCCCCCn1cc(C(C)=O)c(=O)[nH]c1=O | -0.1 | -11 | 3 | -15 | -1 | 1 | -1 | 5 | -2 | -1.1
O=C(CSc1ccc(F)cc1)NC12CC3CC(CC(C3)C1)C2 | 0.7 | 2 | 36 | 1 | 4 | -1 | 4 | -1 | 28 | -0.2
CCOc1ccc(C2(C)CC(=O)N(C)C2=O)cc1 (stereo unspecified) | -1.5 | -4 | 12 | 3 | 1 | 1 | -1 | -3 | -9 | 0.6
Cc1nc(CSc2nsc(/C=C/N(C)C)c2C#N)cs1 | -0.1 | 2 | 21 | 5 | -7 | -1 | 3 | 0 | -2 | -0.8
O=C(OCc1cc(=O)n2cc(Br)ccc2n1)c1ccc(Cl)c(S(=O)(=O)NCc2ccccc2)c1 | 0.6 | -5 | 1 | -7 | -1 | 1 | 20 | 2 | 9 | -0.6
COC(=O)C1CCN(C(=O)Cc2ccc(OC)c(OC)c2)CC1 | -0.6 | -8 | x | -11 | -2 | -7 | 9 | -1 | 12 | -0.7
O=C(CSC1CC(=O)N(c2ccc(C(=O)O)cc2)C1=O)Nc1ccc(Cl)cc1 (stereo unspecified) | 2.2 | 1 | -2 | 9 | -2 | 2 | 0 | 1 | u | -1.1
CC1(C)CC(CC(=O)NNc2nc(-c3ccccc3)cs2)C(=O)O1 (stereo unspecified) | 1.3 | -5 | -3 | -6 | 0 | 2 | -2 | -1 | -31 | -3.1
CNC(=O)c1ccccc1Nc1ccc(SC(F)F)cc1 | -0.2 | -2 | x | 2 | -6 | 0 | 1 | -1 | -2 | -1.5
CCOC(=O)C1CCN(C(=O)CCc2nnc3ccc(NCCCN4CCCC4=O)nn23)CC1 | 3.4 | -8 | 5 | 6 | -7 | 3 | -1 | 0 | -6 | 0.3
Cc1cccc(-n2c(C)nc3cc(C(=O)NCC4CCCO4)ccc32)c1 (stereo unspecified) | -2.3 | -9 | 4 | 11 | 4 | 1 | -2 | 1 | -2 | 0.1
CCCNc1ncnc2[nH]ncc12 | -0.9 | 3 | 12 | 1 | -4 | -1 | -3 | 4 | 1 | 0.5
CCOC(=O)C(CCCOc1ccccc1)C(=O)OCC | -4.6 | -6 | 4 | -3 | -2 | 2 | -1 | 9 | 7 | -0.2
O=C(Nc1ccc(Br)cc1)c1cccc(-n2cnnn2)c1 | 1.7 | -6 | 8 | 5 | -5 | 0 | 1 | -1 | -3 | -0.4
Cc1ccc(S(=O)(=O)N2C(=O)CCC2C(=O)N2CCCCC2)cc1 (stereo unspecified) | 0.1 | 5 | x | -9 | 8 | -1 | 1 | -2 | -3 | -0.7
Cc1ccc(CCNC(=O)Cc2ccc(NC3=NC4CS(=O)(=O)CC4S3)cc2)cc1 (stereo unspecified) | -0.4 | -13 | 4 | -2 | -2 | -3 | -4 | 1 | 7 | 0.3
COc1ccc(N2CCN(CC(=O)c3c(C)n(C)c4ccc(OC)cc34)CC2)cc1 | 0.3 | 3 | x | 6 | x | 2 | 1 | x | 10 | -1.2
COc1ccc(CSCC(=O)Nc2ccccc2SC)cc1 | -1.6 | -4 | 15 | -4 | -3 | -1 | -2 | 8 | -6 | -0.8
c1ccc2oc(-c3[nH]ncc3CN3CCSCC3)cc2c1 | 0.4 | -3 | -12 | 5 | -7 | -1 | -1 | -1 | -3 | -11
O=C(CN1CCCc2ccccc21)Nc1cc(S(=O)(=O)N2CCCC2)ccc1Cl | 1.3 | -12 | -24 | 6 | -1 | -2 | -1 | 5 | 16 | -0.8
Cc1ccc(C)c(-c2csc(NC(=O)c3cnccn3)n2)c1 | 0.0 | 0 | 17 | -4 | 0 | 5 | 0 | 0 | 1 | -1.2
O=Cc1ccccc1-c1cn(CCCOCc2ccccc2)nn1 | -1.1 | 3 | -2 | 12 | -1 | -3 | 0 | 1 | 1 | 1.7
CC(C)CNCC(=O)N1c2ccccc2Sc2ccccc21 | 0.6 | -3 | -8 | -10 | -3 | 2 | -5 | -10 | -4 | x
COCCn1c(N)c(N(Cc2ccccc2)C(=O)CSCC(=O)Nc2ccc(C)cc2)c(=O)[nH]c1=O | -3.4 | -12 | 14 | 1 | 6 | 5 | 1 | -9 | -8 | -1.5

By substructure: the compounds so far containing a nitro group on carbon
SMILES | CDK5 inh | dFosB act | MITF TRPM1 HTS | Tat transport | CAL PDZ FP-1 | V-ATPase pHluor | Wnt act | cardiac RTF act | Rtt109 Vps75 | CAL PDZ FP-2
CN(C)S(=O)(=O)c1cccc(COc2cccnc2[N+](=O)[O-])c1 | 0.8 | 6 | 3 | -4 | 1 | 7 | -2 | -1 | -2 | -1.7
Nc1cccc([N+](=O)[O-])c1 | 2.8 | -1 | -3 | -9 | x | 1 | -2 | 9 | -1 | -1.4

Later entries.
SMILES | CDK5 inh | dFosB act | MITF TRPM1 HTS | Tat transport | CAL PDZ FP-1 | V-ATPase pHluor | Wnt act | cardiac RTF act | Rtt109 Vps75 | CAL PDZ FP-2
CCN1C2=NCCCN2c2cc(C)c(C)cc21 | -0.6 | -4 | 8 | -14 | 0 | -2 | x | -2 | -5 | 0.7
COc1ccc(C(C(=O)NC2CCCC2)N(Cc2ccc(F)cc2)C(=O)c2ccn[nH]2)cc1OC (stereo unspecified) | -2.1 | -1 | -11 | -18 | -3 | -5 | -1 | -3 | 4 | 0.3
Cc1nc2sc(C(c3ccco3)N3CCN(C(c4ccccc4)c4ccccc4)CC3)c(O)n2n1 (stereo unspecified) | 0.3 | -9 | x | 12 | 9 | -1 | -1 | -1 | 6 | -1.5
Cc1ccc(C)c(NC(=O)[C@@H]2CCCN2S(=O)(=O)c2ccccc2F)c1 | 0.9 | -2 | 0 | 3 | 8 | -4 | -7 | 2 | 5 | 0.9
Cc1ccc(NS(=O)(=O)c2ccc(C(=O)OCC(=O)NCC3CCCO3)cc2)cc1 (stereo unspecified) | 0.1 | 0 | -7 | 19 | -5 | 0 | -4 | -5 | 6 | -0.4
c1ccc(C2OCCN2c2ccccc2)cc1 (stereo unspecified) | -0.7 | 3 | 3 | 4 | -5 | 2 | -4 | -1 | 0 | -0.1

CAL PDZ FP-1: entries above that show a hit.
| SMILES | CDK5 inh | dFosB act | MITF TRPM1 HTS | Tat transport | CAL PDZ FP-1 | V-ATPase pHluor | Wnt act | Rtt109 Vps75 | CAL PDZ FP-2 |
| --- | --- | --- | --- | --- | --- | --- | --- | --- | --- |
| c1ccc(Oc2ncnc3sccc23)cc1 | 0.7 | -6 | 6 | -8 | 64* | -3 | 0 | -5 | -0.3 |
| CCCCn1c(O)c(N=Nc2ccccc2O)c2ccccc21 | -2.2 | -5 | -16 | -7 | 37* | 2 | 0 | -22 | -0.2 |
